Redox H2O2 prof: compounds producing H2O2 with reducing agent – biochemical, NIH compound library profiling, artefact control for MLSCN library redox annotation, primary screen; DTT-dependent redox cycling H2O2, phenol red/HRP absorbance; 100% = 100 µM peroxide control, 0% = buffer; activation, % at 10 µM; 200,000 compounds, 0.03% hits; AID 878, 2007;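 active means activation of at least 50% relative to the plate's high and low controls in the primary single-dose screen; inactive means activation below 50%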;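 further: compound incubated with DTT at 0.8 mM final as the reducing agent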
STAT3 blocker: IL-6 driven STAT3 reporter inhibitors, primary screen, U3A cells, luciferase, luminescence, MLSCN library. 190,000 compounds, 0.89% hits. AID 862, 2007. IL-6 STAT3-luciferase reporter; host cell line lacks STAT1. inhibition, % at 5.5 µM;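 active means inhibition above the mean inhibition across all screened compounds plus 3 SD, cut at about 44% in these data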;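 further: 0% = DMSO only wells and 100% = 100 µM nifuroxazide control wells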
APP 5'UTR act: activators of APP 5'UTR luciferase reporter, primary screen, SH-SY5Y cells | SH-SY5Y APP 5'UTR luciferase reporter, luminescence; zero percent = DMSO vehicle wells | activation, % at 2 µM | 190,000 compounds, 1% hits | AID 1276, 2008;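 active means activation above a set limit, based on mean plus 3 SD of controls, cut at about 140% in these data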; further: values of inactives mirror those of a sister screen read the other way
STAT1 activator: STAT1 signaling activators, primary screen, cell-based, HTS, luciferase reporter | activation (% of control), % at 5.5 µM | 200,000 compounds, 2.6% hits | NIH 3T3 STAT1-luciferase reporter, IFN-gamma, luminescence; 100% = IFN-gamma alone, no compound | AID 932, 2007;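 active means activation above the screen-wide mean activation plus 3 SD, cut at about 130% in these data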;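 further: raw ratio to IFN-gamma control signal so 100% means no change and 0% no light; values of inactives mirror those of a sister screen read the other way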
HMGR II inh: inhibitors of E. faecalis class II HMGR, primary screen, biochemical, Enterococcus faecalis; purified E. faecalis HMGR, NADPH absorbance 340 nm kinetic; inhibition, % at 10 µM; 190,000 compounds, 0.41% hits;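 active means inhibition above a set limit, the median over all tested compounds plus 3 SD, cut at about 9.5% in these data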;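 further: enzyme runs in reverse so mevalonate oxidation gives rising NADPH absorbance; 0% = complete reaction with DMSO and 100% = background rate lacking mevalonate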
TLR4-MyD88 BLA: inhibitors of TLR4-MyD88 association in cells, primary screen, cell-based, HeLa CL3-4, BLA complementation, FRET ratio. Toll-like receptor 4 (Homo sapiens) + Myeloid differentiation primary response protein …. inhibition, % at 8.4 µM. AID 861, 2007. HeLa CL3-4 TLR4/MyD88 BLA complementation. 200,000 compounds, 0.18% hits; in the data active means inhibition above about 25%;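 further: 0% = vehicle and 100% = reference inhibitor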
Target sequence (O00206 whole entry, looked up): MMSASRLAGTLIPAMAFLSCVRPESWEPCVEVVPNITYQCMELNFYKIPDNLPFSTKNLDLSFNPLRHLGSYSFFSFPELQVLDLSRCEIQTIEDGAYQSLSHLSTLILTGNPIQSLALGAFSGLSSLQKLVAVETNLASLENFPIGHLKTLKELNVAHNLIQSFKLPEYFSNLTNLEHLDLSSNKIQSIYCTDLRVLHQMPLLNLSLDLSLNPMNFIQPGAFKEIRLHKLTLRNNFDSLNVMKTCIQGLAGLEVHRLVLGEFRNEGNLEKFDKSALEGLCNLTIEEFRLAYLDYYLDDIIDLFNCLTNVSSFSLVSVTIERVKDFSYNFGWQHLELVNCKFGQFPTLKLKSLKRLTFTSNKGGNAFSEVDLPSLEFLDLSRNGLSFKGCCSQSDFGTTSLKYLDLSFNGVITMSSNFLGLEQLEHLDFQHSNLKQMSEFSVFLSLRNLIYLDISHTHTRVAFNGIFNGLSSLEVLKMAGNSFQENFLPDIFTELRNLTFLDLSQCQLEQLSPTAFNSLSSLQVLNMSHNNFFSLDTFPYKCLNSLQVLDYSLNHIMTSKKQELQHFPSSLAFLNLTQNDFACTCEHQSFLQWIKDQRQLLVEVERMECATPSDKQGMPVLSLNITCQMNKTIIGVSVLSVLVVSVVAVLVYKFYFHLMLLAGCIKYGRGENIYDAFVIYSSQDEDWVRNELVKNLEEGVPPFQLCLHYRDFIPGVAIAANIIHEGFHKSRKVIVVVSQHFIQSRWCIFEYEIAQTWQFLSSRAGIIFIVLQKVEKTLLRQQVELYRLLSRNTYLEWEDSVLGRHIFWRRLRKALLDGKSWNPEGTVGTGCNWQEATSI
Target sequence (Q99836 whole entry, looked up): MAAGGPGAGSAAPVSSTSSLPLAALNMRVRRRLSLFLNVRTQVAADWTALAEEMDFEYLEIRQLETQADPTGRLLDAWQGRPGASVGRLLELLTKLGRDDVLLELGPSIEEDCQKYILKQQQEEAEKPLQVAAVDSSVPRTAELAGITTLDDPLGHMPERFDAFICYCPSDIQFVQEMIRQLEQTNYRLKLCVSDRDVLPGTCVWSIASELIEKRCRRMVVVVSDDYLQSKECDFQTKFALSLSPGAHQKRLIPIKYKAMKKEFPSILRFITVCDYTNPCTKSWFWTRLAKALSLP
STAT1 inh: STAT1 signaling inhibitors, primary screen, cell-based, HTS, luciferase reporter; NIH 3T3 STAT1-luciferase reporter, IFN-gamma, luminescence; inhibition, % at 5.5 µM; 200,000 compounds, 0.35% hits;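 active means inhibition above a set limit, the mean inhibition across all tested compounds plus 3 SD, cut at about 34% in these data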;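 further: 0% = IFN-gamma with DMSO and 100% = IFN-gamma with 300 µM nifuroxazide; values of inactives mirror those of a sister screen read the other way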
STAT3 activator: IL-6 driven STAT3 reporter potentiators, primary screen, U3A cells, luciferase, luminescence, MLSCN library; IL-6 STAT3-luciferase reporter; 100% = signal with IL-6 EC80 alone; activation (% of control), % at 5.6 µM; 190,000 compounds, 0.91% hits; AID 871, 2007;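 active means activation above the screen-wide mean of compound activation plus 3 SD, cut at about 130% in these data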;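 further: 0% = background luminescence of wells with medium and substrate only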
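Test system: human U3A cells carrying STAT3-luciferase construct; control set: IL-6-only wells as 100% reference; timing: compound pre-incubation 1 h before IL-6, then 6 h stimulation at 37 °C; also added: IL-6 stimulus at 33 ng/mL final; evaluation: % activation versus median of IL-6-stimulated wells; detection: reporter luminescence signal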
Hsp70 activator: Hsp70 transcriptional activators, primary screen, cell-based, HeLa, Hsp70 promoter luciferase, luminescence, 10 µM; HeLa Hsp70 promoter luciferase reporter; scaled: vehicle 0, proteasome-inhibitor control 100%; activation, % at 10 µM; 200,000 compounds, 0.04% hits; AID 1203, 2008;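 active means activation above the mean across all tested compounds plus 3 SD, cutoff set per campaign, cut at about 5.5% in these data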;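 further: 100% = MG132 at 30 µM as the positive control and 0% = DMSO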
NF-kB expr up: activators of NF-kB expression in neurons, primary screen, cell-based, HTS. human neuronal cells, NF-kB reporter expression; hits give high values. fold change at 12.5 µM. 190,000 compounds, 1.6% hits. AID 1239, 2008; in the data active means fold change above about 3.3
* = called active by the depositor.

No.	Structure	Redox H2O2 prof	STAT3 blocker	APP 5'UTR act	STAT1 activator	HMGR II inh	TLR4-MyD88 BLA	STAT1 inh	STAT3 activator	Hsp70 activator	NF-kB expr up
1	CC(=O)c1c(C)[nH]c(C(=O)OCC(=O)C(C)(C)C)c1C	0.3	15	-12	96	-3	-2	5	90	0.2	1.3
2	COc1ccccc1Sc1nc(-c2ccccc2)ncc1OC	-0.5	11	-3	97	0	-6	2	93	0.0	1.5
3	COc1ccc(NC(=O)CCCN2C(=O)/C(=C\c3ccco3)SC2=S)cc1	-0.4	-3	-28	96	-2	10	4	105	-0.2	1
4	CCOc1cc(C=O)ccc1OCCSc1ccc(C)cc1	-2.3	14	-15	93	-2	-3	2	96	0.1	1.1
5	O=C(NCc1ccco1)C(c1cccs1)N(Cc1ccccc1)C(=O)Cn1nnc2ccccc21 (configuration not stated)	0.2	8	8	102	-1	1	-3	98	-0.2	0.62
6	CCOC(=O)CNc1ncc([N+](=O)[O-])cc1C#N	-0.2	0	-2	97	-6	-23	3	102	-0.1	1.2
7	Cc1cc2cc3c(cc2nc1SCC(=O)OC(C)C)OCCO3	0.2	-5	21	100	0	10	0	101	-0.2	1
8	COc1ccccc1C1C=C(c2ccccc2)Nc2nnnn21 (configuration not stated)	0.4	6	70	105	2	1	-6	97	0.0	1.3
9	COc1ccc(CN(Cc2ccc(C(=O)O)cc2)C(=S)Nc2ccccc2C)cc1OC	-1.0	-3	-20	107	-7	1	-8	105	-0.2	1.1
10	O=[N+]([O-])c1cccc(NC(=S)N2CCOCC2)c1	-0.7	12	11	94	-3	18	4	94	-0.3	0.93
11	CC(=O)c1c(C)[nH]c(C)c1C(C)=O	0.2	6	-16	94	-1	7	6	98	0.0	0.88
12	O=C(CNc1cccc(C(F)(F)F)c1)N/N=C/c1cn(-c2ccccc2)nc1-c1ccccc1	0.1	9	2	101	0	-8	-1	93	-0.2	0.97
13	CCCCNC(=O)COC(=O)c1ccc(F)cc1Cl	7.7	-2	13	110	-7	-1	-14	103	0.0	1.1
14	CSCCC(NS(=O)(=O)c1ccc(Cl)cc1)C(=O)OCC(=O)N1CCCc2ccccc21 (configuration not stated)	0.0	-6	-9	95	-2	2	6	111	-0.6	0.98
15	COC(=O)C1=C(C)Nc2c(c(=O)n(C)c(=O)n2C)C1c1ccc(C)cc1 (configuration not stated)	0.0	5	18	89	-5	-16	12	100	-0.4	0.57
16	CN1CCN(C2=Nc3c(Cl)cc(Cl)c4cccc2c34)CC1	-2.1	36	-24	106	2	18	-7	73	-0.1	0.96
17	CS(=O)(=O)N(CC(=O)NCc1ccccn1)c1ccc2c(c1)OCCO2	0.8	2	13	102	-6	-2	-2	102	-0.2	1.1
18	Cc1cccc(-c2csc(N)c2C(=O)OC(C)C)c1	5.0	5	16	94	4	2	6	99	-0.2	0.97
19	COC(=O)c1cc2c(ccn2-c2ccc(F)cc2)n1Cc1ccc(C#N)cc1	1.6	0	7	102	-3	8	-2	104	0.0	0.92
20	O=C(NCC1COc2ccccc2O1)C1C2C=CC3(CN(Cc4cccs4)C(=O)C13)O2 (configuration not stated)	3.5	4	-5	97	-8	-11	3	100	0.3	1.2
21	COc1cccc(NC(=O)Cn2c(CCC(=O)O)ccc2-c2ccccc2)c1	-0.4	-1	11	99	2	-3	-1	104	-0.2	0.99
22	COc1cccc(NC(=O)NC(C)C2CC3CCC2C3)c1 (configuration not stated)	-0.3	6	-3	110	-3	-2	-14	99	0.1	1.5
23	Cc1ccc(NC(=S)NN2CCN(C)CC2)cc1	0.1	-4	1	103	2	-7	-4	101	-0.1	1.1
24	COc1ccc(-c2ccc(/C=C3\C(=O)N(c4ccccc4)N=C3c3ccccc3)o2)c([N+](=O)[O-])c1	-6.0	8	9	95	0	-13	6	98	0.0	1.7
25	O=C(N/N=C/c1cccc(Oc2ccc([N+](=O)[O-])cc2[N+](=O)[O-])c1)c1cncc(Br)c1	2.7	8	5	101	-1	1	-1	97	-0.2	1.2
26	Cc1ccc(S(=O)(=O)NCC(=O)N/N=C/c2ccc(Cl)cc2)cc1	-0.4	-8	0	108	-2	-18	-9	105	-0.1	0.95
27	O=C(COc1ccc(Cl)cc1Cl)N(Cc1ccco1)C1CCS(=O)(=O)C1 (configuration not stated)	0.3	-2	-4	100	7	-6	0	105	-0.5	0.77
28	Oc1cccc(/C=N/c2c(-c3ccco3)nc3ccccn23)c1	0.0	20	-7	112	-3	-1	-13	89	-0.4	0.85
29	O=C(COC(=O)CCc1ccc(S(=O)(=O)N2CCOCC2)cc1)NC1CCCCCC1	0.0	-15	-8	97	-1	5	4	110	-0.4	1
30	COC(=O)C1=C(C)Nc2nnnn2C1c1ccc(Cl)cc1Cl (configuration not stated)	2.3	9	-1	99	0	-4	1	96	0.2	1.1
31	COc1ccc(C(=O)NC(=S)N2CCC(C)CC2)cc1	0.9	13	8	100	-3	-13	0	93	0.1	1.1
32	Cc1cccc(N2CN(Cc3ccco3)CNC2=S)c1C	0.1	9	11	99	-3	-6	1	93	-0.2	1.2
33	CCCC(=O)NC(NC(=S)Nc1ccc(N=Nc2ccccc2)cc1)C(Cl)(Cl)Cl (configuration not stated)	2.2	5	32	102	-4	16	-3	96	-0.4	1.5
34	Cc1cc(C(=O)COC(=O)c2cc(Cl)ccc2N)c(C)n1Cc1ccco1	0.4	-12	171*	156*	-3	9	-63	112	-0.2	2
35	CC1(C)C2([N+](=O)[O-])CN3CC1([N+](=O)[O-])CN(C2)C3c1ccccc1 (configuration not stated)	-7.9	4	6	98	-4	-48	2	103	-0.2	1.3
36	Cc1cc2cc(CNC(=O)c3cc4ccccc4o3)ccc2n1C	0.2	1	-5	108	0	-15	-8	102	-0.1	0.91
37	Cc1ccc(C)c(NC(=S)Nc2cccc3cnccc23)c1	-0.2	2	10	98	-1	-3	2	107	-0.2	0.59
38	COc1cc(-c2nnc3sc(C4CCCCC4)nn23)cc(OC)c1OC	-0.4	27	-8	86	-2	2	15	79	0.1	0.49
39	COc1ccc(C(C)(C)C)cc1NC(=O)Cn1cnnn1	-3.0	3	25	103	2	1	-5	99	-0.2	1.1
40	CC(Oc1ccc(Cl)cc1)c1ccc(C#N)c(=O)[nH]1 (configuration not stated)	-0.1	4	13	100	2	-1	-1	108	-0.1	1.1
41	COc1ccccc1/C=C/CN1CCCC(CO)(Cc2cccc(Cl)c2)C1 (configuration not stated)	0.8	4	-5	100	-3	-3	-1	108	0.1	0.76
42	O=C(CN1CCN(C(=O)c2ccccc2)CC1)Nc1ccc(Br)cn1	1.6	9	-6	99	1	18	1	96	0.5	1.3
43	Cc1ccc(-c2cc(C(F)F)nc(N3CCOCC3)n2)cc1	0.2	20	-13	105	1	-17	-8	89	-0.1	1.3
44	CC1Cc2cc(/C(O)=C3\C(=O)C(=O)N(CCN(C)C)C3c3ccccc3F)ccc2O1 (configuration not stated)	-0.3	-5	7	102	-2	-16	-3	106	0.4	1.4
45	Cc1cc(Nc2ccccc2)n(C(=O)c2ccccc2)n1	0.1	-1	4	117	-2	3	-19	106	0.0	1.8
46	O=C(CSc1nnc(-c2cccnc2)s1)Nc1ccnc2ccccc12	0.6	72*	10	82	-8	4	20	37	-0.5	0.6
47	CC(=O)Nc1ccccc1-c1nnc(SCc2ccccc2Cl)[nH]c1=O	0.3	-2	14	95	-2	7	5	107	-0.2	1
48	O=C(O)CCCSc1nccn1-c1ccccc1	-1.6	10	3	102	-1	-8	-4	100	0.1	1.2
49	Cc1nn(-c2cccc(C(F)(F)F)c2)c(Cl)c1/C=N/Nc1cccc(C(=O)O)c1	0.2	18	159*	106	-7	-2	-6	85	-0.3	8*
50	COc1cc(Cc2nc3ccc(S(=O)(=O)N4CCOCC4)cc3[nH]2)cc(OC)c1OC	-0.6	11	13	96	0	4	4	95	-0.3	0.79

Further results
No.	Structure	Redox H2O2 prof	STAT3 blocker	APP 5'UTR act	STAT1 activator	HMGR II inh	TLR4-MyD88 BLA	STAT1 inh	STAT3 activator	Hsp70 activator	NF-kB expr up
51	Cc1cccn2cc(CSc3nnc(Nc4ccc(C(C)C)cc4)s3)nc12	0.2	-6	23	107	0	15	-8	104	-0.3	0.99
52	CCOC(=O)N1CCC(N2C(=O)c3ccccc3C2Nc2ccc3c(c2)OCCO3)CC1 (configuration not stated)	-0.8	20	24	101	0	3	-1	90	-0.4	0.58
53	COc1ccc(N(C(C)=O)c2nc(C)cc(C)c2C#N)c(OC)c1	-0.4	-60	-17	100	-4	-4	0	154*	-0.1	1.1
54	CC1=C(C(=O)OC(C)C)C(c2cn(-c3ccccc3)nc2-c2cccs2)NC(=O)N1 (configuration not stated)	0.7	8	-2	99	-6	-3	1	96	-0.6	1.5
55	CC(=O)c1ccc(N2CCN(C(=O)Nc3cccc(F)c3)CC2)cc1	0.4	18	3	94	-5	-15	5	91	0.1	1.1
56	Cc1cc(C)nc(NC(=O)c2cc(Br)ccc2Cl)n1	-1.6	-2	12	98	-8	8	2	103	-0.1	1
57	Clc1ccc2nc(-c3ccncc3)cc(-c3ccccc3)c2c1	0.9	-3	-1	91	1	1	10	104	-0.1	0.91
58	Cc1cc(C)nc(NS(=O)(=O)c2ccc(NC(=O)CCC3COc4ccccc4O3)cc2)n1 (configuration not stated)	0.4	2	1	87	-9	12	14	101	0.3	0.72
59	S=C(NCc1ccc2c(c1)OCO2)NC1CC1	-0.2	9	2	102	3	-9	-5	100	-0.1	1.2
60	Cc1[nH]nc(-c2ccc(O)c(C)c2O)c1-c1cnn(-c2ccccc2)c1	-1.2	16	21	97	-1	-16	3	89	-0.4	0.51
61	CN(C)CCCNC(=S)N1CCn2c(nc3ccccc32)C1	0.1	2	1	97	-2	2	3	99	-0.3	1.4
62	CCCCOc1ccc(/C=C/C(=O)OCC(=O)N2CC(=O)Nc3ccccc32)cc1OCC	0.4	8	-7	99	1	0	1	95	-0.4	0.64
63	CC(C)C(C(=O)Nc1ccc(S(=O)(=O)N2CCOCC2)cc1)N1C(=O)c2ccccc2C1=O (configuration not stated)	0.4	0	3	89	2	-12	12	100	-0.3	0.87
64	Nc1nonc1C(=O)NCCN=Cc1cc(Cc2ccccc2)cc(Br)c1O	0.0	1	4	106	-9	2	-6	101	0.5	0.92
65	COc1cc(SC)ccc1C(=O)Nc1ccc(C)cc1	0.3	-25	184*	146*	6	-10	-52	123	0.5	6.6*

Compound activity from PubChem BioAssay.
